Assay outcomes: PubChem BioAssay, several laboratories
VIM-2 inhibitor – inhibitors of Pseudomonas aeruginosa VIM-2 metallo-beta-lactamase | purified VIM-2, nitrocefin hydrolysis, epi-absorbance fluorescence | inhibition, % at 5.6 µM | 0.89% of 290,000 active | AID 1527;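 active = inhibition above the mean of all tested compounds plus 3 SD, cutoff set per screening run, cut at about 7.5% in these data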;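 note: red hydrolysis product quenches plate fluorescence so inhibitors raise well fluorescence; 0% = enzyme with DMSO and 100% = DMSO without enzyme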
p-CIP stab down – compounds decreasing mouse p/CIP protein stability. Q05BA5. F442A p/CIP-EGFP cells, EGFP fluorescence, 16 h. decrease of EGFP signal, % at 10 µM. 0.01% of 290,000 active;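 active = EGFP signal decrease of at least 30% at 10 µM or well 3 SD below plate mean, unless failing retest; inactive = the rest, including hits failing retest or dose response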; note: some compounds called inactive have numbers as strong as hits; many of its hits are not listed in these tables
IMP-1 inhibitor – blocks Pseudomonas aeruginosa IMP-1 metallo-beta-lactamase; AID 1556; inhibition, % at 5.6 µM; purified IMP-1, nitrocefin hydrolysis, epi-absorbance fluorescence; 0.45% of 290,000 active;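 active = inhibition above the mean plus 3 SD of all compounds in the same screening run, cut at about 4.5% in these data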;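 note: 0% = IMP-1 with DMSO and 100% = DMSO wells lacking enzyme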
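Assay system: purified recombinant IMP-1 beta-lactamase. Input: IMP-1 0.2 nM before substrate addition. Buffer or medium: Zinc- and detergent-supplemented HEPES buffer, pH 7.1. Schedule: 25 °C, 15 min preincubation, 25 min reaction. Signal: Epi-absorbance fluorescence, 480 nm excitation, 530 nm emission. Evaluation: percent inhibition from optical density relative to buffer-blank wells.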
IDE cell activ – activators of human insulin-degrading enzyme in cells | P14735 | HEK cells, FAbeta-B cleavage, fluorescence polarization; 0% vehicle, 100% cell-free pure enzyme wells | activation, % at 5.96 µM | 0.073% of 340,000 active | AID 493087;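 active = activation above the mean of all tested compounds plus 3 SD, set per screening campaign, cut at about 17% in these data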
UBC9 SUMO inh – inhibitors of human SUMOylation (UBC9); P63279; HTRF SUMOylation assay, SAE1/SAE2 + UBC9, in vitro; inhibition, % at 35 µM; 0.36% of 290,000 active; in the data active = inhibition above about 50%, passing the limit was not always enough; note: strong numbers were not always called active
Target sequence (P63279 whole entry, looked up): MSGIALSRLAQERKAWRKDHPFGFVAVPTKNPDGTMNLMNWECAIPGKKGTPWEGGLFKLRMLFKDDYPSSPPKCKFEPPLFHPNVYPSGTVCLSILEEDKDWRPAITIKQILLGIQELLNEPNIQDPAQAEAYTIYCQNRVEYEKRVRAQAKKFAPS
HCV NS3 hel inh – blocks Hepatitis C virus NS3 helicase unwinding; NS3 helicase DNA unwinding, Cy5 molecular beacon fluorescence; inhibition, % at 10.9 µM; AID 1800; 0.56% of 290,000 active;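 active = inhibition above the mean of all tested compounds plus 3 SD, set per campaign, cut at about 35% in these data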;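 note: 0% = DMSO wells and 100% = thioflavine S control wells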
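Test system: hepatitis C virus NS3 helicase domain fragment enzyme. Also added: annealed dual-labelled DNA beacon duplex, ATP-started. Timing: 60 min unwinding reaction at 25 °C after ATP addition. Technique: Cy5 fluorescence. Measure: % inhibition of unwinding.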
IDE cell inh – inhibitors of human insulin-degrading enzyme in cells. P14735. HEK cells, FAbetaB cleavage, fluorescence polarization. inhibition, % at 5.59 µM. 0.41% of 320,000 active. AID 434962;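 active = percent inhibition above the average of all tested compounds plus 3 SD, set per screening campaign, cut at about 16% in these data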;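 note: IDE supplied by intact live HEK cells; FP after avidin binding of uncleaved biotin substrate so inhibition keeps polarization high; 0% = DMSO wells and 100% = 60 µM reference IDE inhibitor Ii1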
GalR3 antagonist – human GalR3 antagonism | O60755 | HEK293 GalR3-CNG cAMP membrane potential fluorescence; galR3 body fused to GalR1 C-terminus | inhibition, % at 3 µM | 0.44% of 360,000 active;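 active = inhibition above the screen-wide average plus 3 SD, cut at about 13% in these data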;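 note: forskolin and galanin both at EC90 stimulate the cells; cAMP rise reported by CNG channel membrane potential dye signal; 0% = forskolin plus galanin with DMSO and 100% = forskolin alone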
Target sequence (O60755 1-299 limits assumed): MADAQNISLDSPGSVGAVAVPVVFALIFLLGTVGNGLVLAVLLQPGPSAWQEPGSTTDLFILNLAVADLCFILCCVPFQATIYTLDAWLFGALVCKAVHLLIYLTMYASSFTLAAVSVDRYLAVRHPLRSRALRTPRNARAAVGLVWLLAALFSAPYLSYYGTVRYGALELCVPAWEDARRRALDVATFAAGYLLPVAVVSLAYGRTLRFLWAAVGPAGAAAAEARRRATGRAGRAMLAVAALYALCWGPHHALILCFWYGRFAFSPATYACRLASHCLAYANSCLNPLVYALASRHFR
CRFR2-BP antag – antagonists of CRF-binding protein/CRF-R2 receptor complex; HEK293 CRF-R2/CRF-BP, CRF-induced calcium fluorescence; 0.59% of 350,000 active; inhibition, % at 11.8 µM;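 active = inhibition of the ligand-induced calcium signal above about 50% at the single tested concentration, limit read from the data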
Numbers without * were called inactive.

How did COc1cc(C)ccc1S(=O)(=O)N1CCN(C23CC4CC(CC(C4)C2)C3)CC1 do in these assays?
VIM-2 inhibitor: -3.0; p-CIP stab down: -9; IMP-1 inhibitor: -2.4; IDE cell activ: 4; UBC9 SUMO inh: 7; HCV NS3 hel inh: -2; IDE cell inh: -1; GalR3 antagonist: -5; CRFR2-BP antag: -14

How did Cc1cccc(C(=O)N2CCN(CCNC(=O)C(=O)Nc3ccc(F)cc3)CC2)c1 do in these assays?
VIM-2 inhibitor: -3.5; p-CIP stab down: 5; IMP-1 inhibitor: -5.5; IDE cell activ: 2; UBC9 SUMO inh: 0; HCV NS3 hel inh: 13; IDE cell inh: 2; GalR3 antagonist: 1; CRFR2-BP antag: -6

How did CCN(CC)C(=O)CC(c1ccc(N(C)C)cc1)c1c(O)cc(OC)cc1OC (stereo not given) do in these assays?
p-CIP stab down: -14; IDE cell activ: 4; UBC9 SUMO inh: 4; IDE cell inh: -1; GalR3 antagonist: -4; CRFR2-BP antag: -6

How did COc1ccc(Cc2nn3c(Cn4nnc5ccccc54)nnc3s2)cc1 do in these assays?
VIM-2 inhibitor: 0.4; p-CIP stab down: 0; IMP-1 inhibitor: 0.0; IDE cell activ: -2; UBC9 SUMO inh: -2; HCV NS3 hel inh: 13; IDE cell inh: -1; GalR3 antagonist: -7; CRFR2-BP antag: 2

Results for COCCn1c(C)cc(C(=O)COC(=O)c2ccc(NC(=O)CC#N)cc2)c1C ?
VIM-2 inhibitor: -3.0; p-CIP stab down: -5; IMP-1 inhibitor: -3.0; IDE cell activ: 5; UBC9 SUMO inh: 6; HCV NS3 hel inh: 6; IDE cell inh: 2; GalR3 antagonist: 2; CRFR2-BP antag: -11

Results for Cc1cc(NC(=O)OC(C)C)ccc1-c1ccc(NC(=O)OC(C)C)cc1C ?
VIM-2 inhibitor: -0.7; p-CIP stab down: -8; IMP-1 inhibitor: -1.0; IDE cell activ: 1; UBC9 SUMO inh: 30; HCV NS3 hel inh: 6; IDE cell inh: -3; GalR3 antagonist: -1; CRFR2-BP antag: -3

How did Cc1cccc2cc(CN(Cc3ccc(F)cc3)C(=O)C(F)(F)F)c3nnnn3c12 do in these assays?
VIM-2 inhibitor: -2.4; p-CIP stab down: -3; IMP-1 inhibitor: -1.6; IDE cell activ: 0; UBC9 SUMO inh: 8; HCV NS3 hel inh: -3; IDE cell inh: -4; GalR3 antagonist: -5; CRFR2-BP antag: -14

How did Fc1ccc(C(c2nnnn2C2CCCC2)N(Cc2ccco2)CC2CCCO2)cc1 (stereo not given) do in these assays?
VIM-2 inhibitor: -1.0; p-CIP stab down: -14; IMP-1 inhibitor: -1.2; IDE cell activ: 0; UBC9 SUMO inh: 18; HCV NS3 hel inh: 2; IDE cell inh: 1; GalR3 antagonist: -9; CRFR2-BP antag: 1

Results for COc1cccc(CN(C(=O)c2cc3ccccc3oc2=O)C2CC2)c1 ?
VIM-2 inhibitor: -2.3; p-CIP stab down: 5; IMP-1 inhibitor: -2.7; IDE cell activ: -1; UBC9 SUMO inh: 11; HCV NS3 hel inh: -2; IDE cell inh: -1; GalR3 antagonist: -6; CRFR2-BP antag: 9

What do the screens show for `O=C(N/N=C/c1ccc([N+](=O)[O-])o1)c1ccc2c(c1)OCO2`?
VIM-2 inhibitor: -4.3; p-CIP stab down: -12; IMP-1 inhibitor: -5.1; IDE cell activ: 2; UBC9 SUMO inh: 6; HCV NS3 hel inh: 40*; GalR3 antagonist: -2; CRFR2-BP antag: 9

Results for C=CCOC(=O)CN1C(=O)c2ccccc2C1=O ?
VIM-2 inhibitor: -2.5; p-CIP stab down: 0; IMP-1 inhibitor: -3.6; IDE cell activ: 4; UBC9 SUMO inh: -11; HCV NS3 hel inh: 0; IDE cell inh: 5; GalR3 antagonist: 3; CRFR2-BP antag: 3

How did Cc1ccc(-c2ccc(NC(=O)C3C4C=CC(C4)C3C(=O)O)cc2)o1 (stereo not given) do in these assays?
VIM-2 inhibitor: -3.8; p-CIP stab down: -9; IMP-1 inhibitor: 1.5; IDE cell activ: -1; UBC9 SUMO inh: 4; HCV NS3 hel inh: 2; IDE cell inh: 3; GalR3 antagonist: 0; CRFR2-BP antag: 13

How did O=C(NC1CCS(=O)(=O)C1)c1c(NC(=O)C2COc3ccccc3O2)sc2c1CCCC2 (stereo not given) do in these assays?
VIM-2 inhibitor: -1.7; p-CIP stab down: -6; IMP-1 inhibitor: -2.7; IDE cell activ: 2; UBC9 SUMO inh: -3; HCV NS3 hel inh: 2; IDE cell inh: 3; GalR3 antagonist: -1; CRFR2-BP antag: -46

Results for O=C(Cn1c(NCCO)nc2ccccc21)c1ccc(Cl)cc1Cl ?
VIM-2 inhibitor: -1.9; p-CIP stab down: 4; IMP-1 inhibitor: -2.7; IDE cell activ: 3; UBC9 SUMO inh: -11; HCV NS3 hel inh: -12; IDE cell inh: 3; GalR3 antagonist: -9; CRFR2-BP antag: -15

Results for Cc1nnc(SCC(=O)c2cc(C)n(-c3c(C)n(C)n(-c4ccccc4)c3=O)c2C)s1 ?
VIM-2 inhibitor: -0.9; p-CIP stab down: -3; IMP-1 inhibitor: -2.1; IDE cell activ: 5; UBC9 SUMO inh: 12; HCV NS3 hel inh: -7; IDE cell inh: 8; GalR3 antagonist: -2; CRFR2-BP antag: 4

How did COc1ccc(OC(C)c2nnc(N)s2)cc1 (stereo not given) do in these assays?
VIM-2 inhibitor: -1.8; p-CIP stab down: -6; IMP-1 inhibitor: -3.2; IDE cell activ: -2; UBC9 SUMO inh: 13; HCV NS3 hel inh: -1; IDE cell inh: 0; GalR3 antagonist: -4; CRFR2-BP antag: -1

What do the screens show for `CCC1CCCCN1CC(=O)c1c(C)[nH]c2cc(C)ccc12` (stereo not given)?
VIM-2 inhibitor: 2.6; p-CIP stab down: 29; IMP-1 inhibitor: -1.5; IDE cell activ: 1; UBC9 SUMO inh: 4; HCV NS3 hel inh: 10; GalR3 antagonist: -8; CRFR2-BP antag: -11

Results for N#CC1=C(SCC(=O)c2cc3ccccc3oc2=O)NC(=O)C(C#N)C12CCCC2 (stereo not given) ?
VIM-2 inhibitor: 1.4; p-CIP stab down: -10; IMP-1 inhibitor: -5.2; IDE cell activ: -22; UBC9 SUMO inh: 7; HCV NS3 hel inh: 18; IDE cell inh: 21*; GalR3 antagonist: 0; CRFR2-BP antag: -5

How did Cc1ccccc1OCc1n[nH]c(=S)n1-c1ccccc1 do in these assays?
VIM-2 inhibitor: -2.3; p-CIP stab down: -10; IMP-1 inhibitor: 0.8; IDE cell activ: -4; UBC9 SUMO inh: -16; HCV NS3 hel inh: 5; IDE cell inh: 1; GalR3 antagonist: -1; CRFR2-BP antag: 4

Results for COc1ccc(C2=C(C)CC(C)(C)NC2=O)cc1OC ?
VIM-2 inhibitor: 0.2; p-CIP stab down: -20; IMP-1 inhibitor: -1.3; IDE cell activ: 2; UBC9 SUMO inh: 4; HCV NS3 hel inh: -1; IDE cell inh: 4; GalR3 antagonist: 0; CRFR2-BP antag: -5

How did O=C(Nc1ccccc1)N1CCc2ccccc21 do in these assays?
VIM-2 inhibitor: -0.9; p-CIP stab down: 0; IMP-1 inhibitor: -3.4; IDE cell activ: 2; UBC9 SUMO inh: 5; HCV NS3 hel inh: -2; IDE cell inh: 3; GalR3 antagonist: -8; CRFR2-BP antag: -13

How did Cc1ccccc1N(CC(=O)NCCSC1CCCCC1)S(=O)(=O)c1ccccc1 do in these assays?
VIM-2 inhibitor: -2.2; p-CIP stab down: -6; IMP-1 inhibitor: -3.6; IDE cell activ: -2; UBC9 SUMO inh: -28; HCV NS3 hel inh: -10; IDE cell inh: -1; GalR3 antagonist: -5; CRFR2-BP antag: 6

What do the screens show for `CSCCC1NC(=O)N(CC(=O)Nc2c(Cl)cc(Cl)cc2Cl)C1=O` (stereo not given)?
VIM-2 inhibitor: -1.4; p-CIP stab down: -10; IMP-1 inhibitor: -4.6; IDE cell activ: 5; UBC9 SUMO inh: 9; HCV NS3 hel inh: 13; IDE cell inh: 3; GalR3 antagonist: 0; CRFR2-BP antag: 15

Results for COc1ccc(NC(=O)COC(=O)CCCc2c[nH]c3ccccc23)cc1 ?
VIM-2 inhibitor: 1.2; p-CIP stab down: -10; IMP-1 inhibitor: -3.9; IDE cell activ: 8; UBC9 SUMO inh: 19; HCV NS3 hel inh: 10; IDE cell inh: 0; GalR3 antagonist: -3; CRFR2-BP antag: 28

Results for CCC(C)N1C(=O)CCC1C(=O)NCCc1ccc(Cl)cc1 (stereo not given) ?
VIM-2 inhibitor: 0.6; p-CIP stab down: -4; IMP-1 inhibitor: 1.2; IDE cell activ: 0; UBC9 SUMO inh: 1; HCV NS3 hel inh: 19; IDE cell inh: 1; GalR3 antagonist: -6; CRFR2-BP antag: 3

Results for COc1ccccc1N1CCN(CC(C)N(C(=O)C2CCCCC2)c2ccccn2)CC1 (stereo not given) ?
VIM-2 inhibitor: -1.5; p-CIP stab down: 4; IMP-1 inhibitor: -1.8; IDE cell activ: 2; UBC9 SUMO inh: 7; HCV NS3 hel inh: -10; IDE cell inh: 3; GalR3 antagonist: -9; CRFR2-BP antag: 13

Results for CCS(=O)(=O)c1ccc2oc(SCC(=O)NCCc3ccc(F)cc3)nc2c1 ?
VIM-2 inhibitor: -2.6; p-CIP stab down: -14; IMP-1 inhibitor: -2.5; IDE cell activ: 5; UBC9 SUMO inh: 2; HCV NS3 hel inh: -3; IDE cell inh: 0; GalR3 antagonist: 0; CRFR2-BP antag: 11

Results for CC(=O)c1cccc(CN2CCN(C(C)C)C(CCO)C2)c1 (stereo not given) ?
VIM-2 inhibitor: -4.2; p-CIP stab down: -12; IMP-1 inhibitor: -4.5; IDE cell activ: -1; UBC9 SUMO inh: 13; HCV NS3 hel inh: 2; IDE cell inh: 0; GalR3 antagonist: 7; CRFR2-BP antag: 8

How did COc1ccc(N2CCN(C(=O)c3cccc(Br)c3)CC2)c([N+](=O)[O-])c1 do in these assays?
VIM-2 inhibitor: -1.8; p-CIP stab down: -7; IMP-1 inhibitor: -0.9; IDE cell activ: -1; UBC9 SUMO inh: 6; HCV NS3 hel inh: -8; IDE cell inh: 6; GalR3 antagonist: -8; CRFR2-BP antag: -3

Results for Cn1c2ccccc2n2c(=O)c(=O)n(CC(=O)c3ccc(F)cc3)nc12 ?
VIM-2 inhibitor: -2.5; p-CIP stab down: 4; IMP-1 inhibitor: -4.0; IDE cell activ: -8; UBC9 SUMO inh: 23; HCV NS3 hel inh: -3; IDE cell inh: 3; GalR3 antagonist: 2; CRFR2-BP antag: 15

Results for CC(C)C[C@H](NC(=O)c1[nH]cnc1C(=O)Nc1ccc(CNC(=O)OC(C)(C)C)cc1)C(=O)OC(C)(C)C ?
p-CIP stab down: -2; IDE cell activ: 9; UBC9 SUMO inh: -32; IDE cell inh: 0; GalR3 antagonist: 0; CRFR2-BP antag: -3

Results for O=C1N(O)C2(C=CCCC2)/C(=N\O)C12CCCCC2 (stereo not given) ?
VIM-2 inhibitor: 10*; p-CIP stab down: -23; IMP-1 inhibitor: 1.4; IDE cell activ: -2; UBC9 SUMO inh: 20; HCV NS3 hel inh: 2; IDE cell inh: 0; GalR3 antagonist: -5; CRFR2-BP antag: 25
